Screening results: PubChem, several laboratories
OPRM1-OPRD1 inv = mu-delta opioid heterodimer inverse agonism | actives 0.21% (n = 340,000) | AID 504357 | P35372+P41143 | cell-based MOR-DOR heterodimer luminescence | inhibition, % at 9.3 µM; in the data active = inhibition above about 22%, passing the limit was not always enough;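 also: 0% = cells with DMSO and 100% = wells without cells with DMSO; values of inactives mirror those of a sister screen read the other way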
HTR5A ag = activates human HTR5A in OPRM1-OPRD1 agonist counter-screen. activation, % at 9.3 µM. P47898. actives 0.61% (n = 340,000). HTR5A agonist assay, luminescence, cell-based; in the data active = activation mostly above about 9.5%, no sharp cut-off; inactive = mostly below about 7.6%;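 also: 0% = cells with vehicle only and 100% = reference agonist; strong numbers were not always called active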
Target sequence (P47898 whole entry, looked up): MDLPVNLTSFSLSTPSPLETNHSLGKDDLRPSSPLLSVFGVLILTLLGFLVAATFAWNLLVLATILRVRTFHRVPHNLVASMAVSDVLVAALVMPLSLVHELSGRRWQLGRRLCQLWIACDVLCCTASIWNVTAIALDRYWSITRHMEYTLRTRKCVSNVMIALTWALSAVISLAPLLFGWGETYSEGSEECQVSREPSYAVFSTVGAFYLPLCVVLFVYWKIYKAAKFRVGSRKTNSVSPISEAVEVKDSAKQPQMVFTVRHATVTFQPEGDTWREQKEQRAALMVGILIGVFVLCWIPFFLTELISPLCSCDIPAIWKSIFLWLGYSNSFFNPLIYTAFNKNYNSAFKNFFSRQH
DAGLB inhibitor = blocks human DAGLB lipase activity | HEK293T DAGLB membrane lysate, EnzChek fluorogenic substrate | inhibition, % at 5.17 µM | actives 0.059% (n = 340,000) | AID 504411; in the data active = inhibition above about 34%;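 also: 0% = enzyme with vehicle and 100% = wells lacking enzyme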
OPRM1-OPRD1 ag = agonists of human mu-delta opioid receptor heterodimerization; AID 504326; activation, % at 9.3 µM; P35372+P41143; cells, OPRM1-OPRD1 heterodimerization, luminescence; actives 0.3% (n = 340,000); in the data active = activation above about 18%;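 also: 0% = vehicle-treated cells and 100% = reference agonist; values of inactives mirror those of a sister screen read the other way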
Arrestin-AP2 inh = human beta-arrestin and AP2 interaction inhibition; FITC-arrestin peptide / GST-AP2 beads, flow cytometry; AP2 beta2 appendage carries R879A mutation; actives 0.31% (n = 340,000); AID 504490; inhibition, % at 10 µM;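 active = inhibition above a set limit, near 3 SD of compounds lacking own fluorescence, cut at about 54% in these data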;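 also: plate controls were DMSO wells for no effect and 5 µM unlabelled arrestin peptide for full effect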
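Material – GST-tagged AP2 beta2-adaptin appendage (R879A) on 4 µm glutathione beads · Probe or stimulus – fluorescein-tagged arrestin peptide at 50 nM final · Timing – 12 min plus 1 h, RT · Detection – bead flow cytometry, FITC channel · Read-out basis – inhibition as reduced fluorescein signal on beads, percent · Medium – PBS plus Tween 20 (0.05%) and BSA (0.1%)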
Pemphigus Ab inh = human desmoglein-3 autoantibody binding inhibition. actives 0.48% (n = 310,000). P32926. binding (percent of control), % at 10 µM. DSG3-coupled beads, scFv-anti-DSG3-GFP binding, flow cytometry; active compounds read low;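 active = binding more than 3 SD below its plate's average and above zero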;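 also: hits lower antibody fragment binding to DSG3; some compounds called inactive have numbers as strong as hits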
PKA-R2B act = activates the human PKA-R2B holoenzyme complex; PKA-R2B holoenzyme dissociation, Cy5-IP20 fluorescence polarization; R2B truncated from residue 108, S112A mutant; 0% DMSO only, 100% 113 µM cGMP; activation, % at 11.4 µM; actives 0.079% (n = 340,000); AID 504700;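 active = activation above a cutoff set at the mean over all compounds plus 3 SD, cut at about 18% in these data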;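 also: higher means more holoenzyme dissociation and a rise in polarization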
Target sequence (P31323 whole entry, looked up, other chains not shown, the tested form may be a part): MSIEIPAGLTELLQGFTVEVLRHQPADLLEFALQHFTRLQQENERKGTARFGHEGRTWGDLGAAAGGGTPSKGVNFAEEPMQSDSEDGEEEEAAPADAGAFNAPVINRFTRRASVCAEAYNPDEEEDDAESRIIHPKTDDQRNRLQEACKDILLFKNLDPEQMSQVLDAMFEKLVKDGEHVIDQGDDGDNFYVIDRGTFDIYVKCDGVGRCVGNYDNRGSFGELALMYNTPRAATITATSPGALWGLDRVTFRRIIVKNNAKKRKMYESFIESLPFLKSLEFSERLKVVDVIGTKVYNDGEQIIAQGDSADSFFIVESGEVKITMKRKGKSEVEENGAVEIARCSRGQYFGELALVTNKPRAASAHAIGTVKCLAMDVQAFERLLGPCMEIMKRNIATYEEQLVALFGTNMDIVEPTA
PKA-R1A act = PKA-R1A complex activation | PKA-R1A dissociation, Cy5-IP20 fluorescence polarization; scaled: DMSO 0%, 113 µM cGMP 100% | activation, % at 11.4 µM | actives 0.083% (n = 340,000) | AID 504707;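 active = percent activation above the mean of all tested compounds plus 3 SD, cut at about 19% in these data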;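 also: higher means more PKAc released from R1A so a rise in polarization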
HTR5A inv ctr = inverse agonist of human HTR5A in OPRM1-OPRD1 counter-screen; P47898; HTR5A cell line, luminescence, inverse agonism; inhibition, % at 9.3 µM; actives 0.083% (n = 340,000); in the data active = inhibition mostly above about 23%, no sharp cut-off; inactive = mostly below about 18%;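 also: 0% = cells with DMSO and 100% = no-cell wells with DMSO; some compounds called inactive have numbers as strong as hits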
V-ATPase pH = alters yeast V-ATPase proton transport; S. cerevisiae, pHLuorin cytosolic pH fluorescence; response, % at 10 µM; actives 0.37% (n = 350,000); in the data active = response mostly above about 7.3%, no sharp cut-off; inactive = mostly below about 5.4%; also: actives read high; inactives centre near 0; some compounds called inactive have numbers as strong as hits; reference of the scale not given here
* marks the source's active call; other numbers are inactive results; · = no result given.

Results follow in this order: OPRM1-OPRD1 inv	HTR5A ag	DAGLB inhibitor	OPRM1-OPRD1 ag	Arrestin-AP2 inh	Pemphigus Ab inh	PKA-R2B act	PKA-R1A act	HTR5A inv ctr	V-ATPase pH
Cc1cccc(N2C(=O)N3[C@H](c4ccc(Br)cc4)[C@@H]4C(=O)N(C(C)(C)C)C(=O)[C@@H]4[C@]3(C)C2=O)c1
  -5	1	1	0.8	-2	104	3	-1	-5	0
COC(=O)C1=C(N)OC2=C(C(=O)CCC2)C1c1cccs1 (configuration not stated)
  5	0	-1	-0.9	7	100	3	-9	-31	-2
COc1ccccc1NC(=O)CSc1nnc(CNC(=O)c2ccco2)o1
  9	1	1	-1.7	3	79	-6	-2	4	6
CC1(C)CC(=O)c2sc(NS(=O)(=O)Cc3ccccc3)nc2C1
  6	-1	1	-1.2	-1	105	-5	-6	11	-2
COCCCNC(=O)CNC(=O)c1nn(-c2ccc(OC)cc2)c(=O)c2ccccc12
  4	-5	1	-0.9	-8	96	0	3	18	0
Cc1ccc(NC(=O)CCNS(=O)(=O)c2cccc3nonc23)cc1
  14	-3	-3	-2.4	16	102	5	6	0	-2
CCOC(=O)N1CCC(N(CCCOC)C(=O)Nc2cccc(OC)c2)CC1
  9	0	1	-1.6	4	81	0	-7	7	-1
Cc1cnn(C(=O)c2oc3ccccc3c2C)c1
  5	5	1	-1.0	15	102	-11	13	12	4
CC1(C)CC(=O)C(C=NCCN2CCN(C(=O)c3ccc(F)cc3)CC2)=C(O)C1
  -6	1	-5	1.0	5	·	-3	-5	-13	4
C=CCCC(=O)N1CCCC(C(=O)c2cccc(OC)c2)C1 (configuration not stated)
  11	-1	-1	-2.2	7	120	-13	-2	4	0
O=C1C=CC(=O)N1N(c1ccccc1)c1ccccc1
  -17	0	3	3.0	16	100	-9	-2	-1	0
O=C(NC1CC1)c1sc2ccccc2c1Cl
  7	4	1	-1.1	-7	89	-14	-3	-13	-4
Cc1ccc(NS(=O)(=O)c2cccc(C(=O)N3CCCCCCC3)c2)cc1
  7	-6	-6	-1.3	7	98	-6	-1	17	11*
Cn1c(NC(=O)c2ccc(S(=O)(=O)N3CCOCC3)cc2)cc(=O)n(C)c1=O
  9	2	0	-1.6	2	107	-21	2	-8	1
O=S1(=O)CCN(C2CCCCCCCCCCC2)CC1
  ·	·	-6	·	·	97	-9	7	·	1
CC1=CCC2C(=O)N(c3cccc(C(=O)NC(C)c4ccccc4)c3)C(=O)C2C1 (configuration not stated)
  -3	-4	-2	0.6	-6	112	8	2	15	-5
O=C(c1cc(COc2cccc(C(F)(F)F)c2)on1)N1CCSCC1
  -20	0	-5	3.9	31	98	4	-9	19	-2
COC(=O)c1ccccc1NC(=O)CSc1nc2ccsc2c(=O)n1Cc1ccc(C(=O)O)cc1
  ·	·	4	·	·	99	1	-12	·	-6
O=C(NC(Cc1ccccc1)C(=O)O)/C(=C\c1ccccc1F)NC(=O)c1ccccc1 (configuration not stated)
  21	4	0	-4.0	11	101	7	-12	-12	2
O=C(Nc1cc(C(F)(F)F)cc(C(F)(F)F)c1)Nc1cnn(-c2ccc([N+](=O)[O-])cc2)c1C(F)(F)F
  5	-3	0	-0.9	7	90	0	-3	11	-5

Grouped by structure: the compounds so far containing a CF3 group (2)
Results follow in this order: OPRM1-OPRD1 inv	HTR5A ag	DAGLB inhibitor	OPRM1-OPRD1 ag	Arrestin-AP2 inh	Pemphigus Ab inh	PKA-R2B act	PKA-R1A act	HTR5A inv ctr	V-ATPase pH
O=C(c1cc(COc2cccc(C(F)(F)F)c2)on1)N1CCSCC1
  -20	0	-5	3.9	31	98	4	-9	19	-2
O=C(Nc1cc(C(F)(F)F)cc(C(F)(F)F)c1)Nc1cnn(-c2ccc([N+](=O)[O-])cc2)c1C(F)(F)F
  5	-3	0	-0.9	7	90	0	-3	11	-5

The main list resumes; the 2 compounds before the break are reprinted first.
Results follow in this order: OPRM1-OPRD1 inv	HTR5A ag	DAGLB inhibitor	OPRM1-OPRD1 ag	Arrestin-AP2 inh	Pemphigus Ab inh	PKA-R2B act	PKA-R1A act	HTR5A inv ctr	V-ATPase pH
O=C(NC(Cc1ccccc1)C(=O)O)/C(=C\c1ccccc1F)NC(=O)c1ccccc1 (configuration not stated)
  21	4	0	-4.0	11	101	7	-12	-12	2
O=C(Nc1cc(C(F)(F)F)cc(C(F)(F)F)c1)Nc1cnn(-c2ccc([N+](=O)[O-])cc2)c1C(F)(F)F
  5	-3	0	-0.9	7	90	0	-3	11	-5
COC(=O)c1cc(NC(=O)COC(=O)CCc2nc3ccccc3c(=O)[nH]2)cc(C(=O)OC)c1
  2	2	-2	-0.3	-6	65*	-5	0	-7	0
NNC(=O)CCc1nc2ccc(O)cc2[nH]1
  -1	-4	-2	0.1	16	102	-2	-12	12	0
O=C(O)c1ccc(NS(=O)(=O)c2cccc(C(=O)Nc3ccc(Br)cc3)c2)cc1
  11	1	3	-2.1	-27	114	-3	0	-4	-3
O=C(NCCc1cccc(F)c1)C1CCC(=O)N(C2CCCCCC2)C1 (configuration not stated)
  3	-5	-1	-0.6	-9	109	4	6	-13	-2
Cn1c(=O)c2ncn(CC(=O)N/N=C/C=C/c3ccccc3)c2n(C)c1=O
  ·	·	-1	·	25	103	-14	3	·	-1
CCNc1ccc2noc3c2c1C(=O)c1ccccc1-3
  -46	-4	-451	7.8	63*	30*	-11	-10	21	3
Cc1nn(Cc2c(F)c(F)c(F)c(F)c2F)c(C)c1NC(=O)c1nn(C)c(C)c1Br
  19	-2	-2	-3.8	2	97	-2	10	-2	3
O=C(O)c1cccnc1Br
  7	4	-2	-1.0	1	97	-3	-2	-4	1
O=C(Nc1ccc2c(c1)OCO2)c1ccc(Cl)nc1
  12	5	1	-2.0	-5	94	5	-6	3	-3
CC(=O)Nc1ccc(S(=O)(=O)N(C2=NCC(C)S2)c2ccccc2)cc1 (configuration not stated)
  9	1	-4	-2.2	-5	·	-5	1	-4	2
Cc1cc(=O)n2nc(N3CCCC(C(=O)NC4CCCCC4C)C3)sc2n1 (configuration not stated)
  18	-3	1	-3.5	1	104	-1	-7	14	-1
COCCOC(=O)c1c(NC(=O)CN2CCOCC2)sc(C(N)=O)c1C
  4	4	-1	-0.7	3	95	-2	8	-15	-1
CC(=O)Nc1ccc(NC(=O)COc2ccc(S(=O)(=O)N3CCCC3)cc2C)cc1
  1	4	1	-0.2	7	113	0	-6	-15	5
OCCCNc1ncnc2oc(-c3ccccc3)c(-c3ccccc3)c12
  10	-3	0	-1.7	3	96	-7	0	12	-1
COCCCNC(=O)CC1C[C@H](C(=O)N2CCOCC2)[C@@]2(C)c3[nH]c4ccccc4c3CCN2C1=O (some centres not stated)
  5	2	2	-1.2	15	102	-4	-5	-6	2
Cn1c(=NC(=O)COc2ccccc2)sc2ccccc21
  14	7	-3	-2.7	-17	99	5	-3	4	-1
CN1CCN(c2ccc(Cl)cc2NC(=O)c2cccc(S(=O)(=O)N(C)C)c2)CC1
  -18	2	0	3.1	-2	100	-2	6	-5	0
O=C(OCC(=O)N1CCCCC1)c1ccc2ccccc2n1
  9	0	3	-2.4	36	104	-9	9	11	-1
CC[C@]1(c2cccc(C)c2)C(=O)N(C(=O)OC)N1C(=O)OC
  12	8	-1	-2.1	8	99	-5	-9	-23	-4
O=C1C2C3C=CC([C@@H]2C(=O)N1C1CCCCC1)[C@H]1C(=O)N(C2CCCCC2)C(=O)C31 (some centres not stated)
  3	3	-2	-0.6	6	105	-2	1	21	-3

Arrestin-AP2 inh, entries above that show a hit.
SMILES	OPRM1-OPRD1 inv	DAGLB inhibitor	OPRM1-OPRD1 ag	Arrestin-AP2 inh	Pemphigus Ab inh	PKA-R2B act	PKA-R1A act	V-ATPase pH
CCNc1ccc2noc3c2c1C(=O)c1ccccc1-3	-46	-451	7.8	63*	30*	-11	-10	3

(listing goes on)
Results follow in this order: OPRM1-OPRD1 inv	HTR5A ag	DAGLB inhibitor	OPRM1-OPRD1 ag	Arrestin-AP2 inh	Pemphigus Ab inh	PKA-R2B act	PKA-R1A act	HTR5A inv ctr	V-ATPase pH
COc1cc(OC)cc(-n2nnnc2SCC(=O)N2CCCc3ccccc32)c1
  -15	-1	-4	2.7	-6	96	-3	1	-8	-3
CC(NC(=O)Cc1ccccc1)C1COc2ccccc2O1 (configuration not stated)
  7	0	-2	-1.4	8	104	-4	-1	0	-1
CCOC(=O)c1ccc2c(c1)N(C)C(=O)c1ccccc1S2
  10	-2	-2	-2.2	1	102	-1	-12	9	6
CCc1ccc(N(C(=O)c2snc(C(N)=O)c2N)C(C(=O)NCC2CCCO2)c2ccco2)cc1 (configuration not stated)
  3	1	2	-0.5	-2	110	7	0	8	3
O=C(c1cc2cc([N+](=O)[O-])ccc2s1)N1CCOCC1
  0	3	3	0.0	17	94	-2	1	-8	1
COc1ccc(/C=C\C(=O)c2c(O)ccc3c(C)cc(=O)oc23)cc1
  22	0	0	-5.0	18	106	1	-11	-4	-4
CCOC(=O)c1cc2c(=O)n3ccccc3nc2n(Cc2ccc(Cl)cc2)c1=N
  22	5	-1	-4.2	6	90	3	4	-15	5
NC(=O)COc1ccc(NS(=O)(=O)Cc2ccccc2)cc1
  4	5	-6	-0.8	1	100	7	-4	-20	2
O=c1ccn([C@@H]2O[C@H](CNCc3ccc(-n4cccn4)cc3)[C@@H](O)[C@H]2O)c(=O)[nH]1
  10	0	-1	-2.1	22	94	-9	-5	-2	2
CCCCONc1ncnc2nonc12
  -9	-4	0	1.7	-5	102	7	-1	12	0
COc1ccc(NC(=S)N2CCN(S(C)(=O)=O)CC2)cc1OC
  18	-1	-2	-5.4	15	106	-3	2	8	-4
C=CCn1c(SCC(=O)NCCc2ccccc2)nnc1C(C)NC(=O)c1cccs1 (configuration not stated)
  9	0	1	-1.8	14	90	11	-1	20	-1
Cc1ccc(NC(=O)c2ccc3nc[nH]c3c2)cc1C
  2	2	-1	-0.3	-5	98	-24	-5	-9	-1

Compound profiles (already shown). Values in the order: OPRM1-OPRD1 inv, HTR5A ag, DAGLB inhibitor, OPRM1-OPRD1 ag, Arrestin-AP2 inh, Pemphigus Ab inh, PKA-R2B act, PKA-R1A act, HTR5A inv ctr, V-ATPase pH
NC(=O)COc1ccc(NS(=O)(=O)Cc2ccccc2)cc1 is listed as 4, 5, -6, -0.8, 1, 100, 7, -4, -20, 2
COc1ccc(NC(=S)N2CCN(S(C)(=O)=O)CC2)cc1OC is listed as 18, -1, -2, -5.4, 15, 106, -3, 2, 8, -4
COC(=O)c1ccccc1NC(=O)CSc1nc2ccsc2c(=O)n1Cc1ccc(C(=O)O)cc1 is listed as ·, ·, 4, ·, ·, 99, 1, -12, ·, -6
NNC(=O)CCc1nc2ccc(O)cc2[nH]1 is listed as -1, -4, -2, 0.1, 16, 102, -2, -12, 12, 0
